# Bioassay records: PubChem BioAssay, Sanford-Burnham Center for Chemical Genomics
# CXCR6 inh – CXCR6 receptor inhibitors, primary screen, cell-based, beta-arrestin, luminescence, CHO-K1 PathHunter, 1536-well. C-X-C chemokine receptor type 6 (Homo sapiens), O00574. inhibition, % at 20 µM. 0.36% of 360,000 active. AID 602244, 2012; in the data active means inhibition above about 34%, passing the limit was not always enough;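 further: antagonist mode with CXCL16 agonist at 10 nM final; 0% = 10 nM CXCL16 with DMSO and 100% = unstimulated wells without agonist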
# Target sequence (O00574 whole entry, looked up): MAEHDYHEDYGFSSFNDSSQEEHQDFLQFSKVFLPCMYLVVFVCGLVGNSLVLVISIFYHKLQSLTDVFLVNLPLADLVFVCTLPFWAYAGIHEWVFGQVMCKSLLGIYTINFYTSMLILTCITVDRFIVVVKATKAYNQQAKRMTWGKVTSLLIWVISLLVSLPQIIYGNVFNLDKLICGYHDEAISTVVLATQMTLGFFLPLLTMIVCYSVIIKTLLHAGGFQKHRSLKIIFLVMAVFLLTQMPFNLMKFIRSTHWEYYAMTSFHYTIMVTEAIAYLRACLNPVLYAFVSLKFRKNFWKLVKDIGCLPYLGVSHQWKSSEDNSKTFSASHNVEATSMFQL
# MPTP inh – mitochondrial permeability transition pore inhibitors, primary screen, biochemical, isolated mouse mitochondria, absorbance | Ca2+ swelling absorbance, 30 min | inhibition, % at 10 µM | 1.4% of 360,000 active;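 active means inhibition of 50% or more, scaled per plate between neutral and stimulator controls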;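 further: 0% = DMSO wells given calcium and 100% = 1 mM EGTA wells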
# EBI2 antag – EBI2 receptor antagonists, beta-arrestin recruitment, primary screen, cell-based, luminescence, 7a,25-OHC stimulation, uHTS; 7a,25-OHC stimulated; inhibition, % at 5 µM; G-protein coupled receptor 183 (Homo sapiens), P32249; 0.81% of 360,000 active; in the data active means inhibition above about 38%;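 further: enzyme fragment complementation signal reports receptor beta-arrestin coupling in cells; 0% = agonist plus DMSO wells and 100% = wells without agonist; some results beyond the cut were filed as inactive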
# Target sequence (P32249 whole entry, looked up, the tested form may be a part): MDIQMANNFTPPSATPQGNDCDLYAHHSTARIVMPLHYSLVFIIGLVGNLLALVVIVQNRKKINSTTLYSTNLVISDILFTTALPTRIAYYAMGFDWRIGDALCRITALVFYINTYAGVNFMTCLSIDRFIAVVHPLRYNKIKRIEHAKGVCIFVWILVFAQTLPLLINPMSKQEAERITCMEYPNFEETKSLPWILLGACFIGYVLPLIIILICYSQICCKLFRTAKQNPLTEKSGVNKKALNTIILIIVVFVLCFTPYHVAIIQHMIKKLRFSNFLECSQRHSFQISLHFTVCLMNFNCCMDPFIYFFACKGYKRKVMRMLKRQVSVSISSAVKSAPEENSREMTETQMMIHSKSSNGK
# * hit, by the source's call. Only part of the results is shown, so the mix of outcomes need not match the whole.
SMILES	CXCR6 inh	MPTP inh	EBI2 antag
COc1ccc(CC(N)c2csc(Nc3cc(NCCCO)ncn3)n2)cc1 (stereo not drawn)	4.3	0.6	-4.1
COC(=O)[C@]12CCCCC=C1N(Cc1ccco1)C(=O)[C@H](CC(=O)N1CCC(c3ccccc3)CC1)C2	12.2	-0.7	8.7
CCCNC(=O)CSc1nnc(NC(=O)C2CC(=O)N(c3ccccc3OC)C2)s1 (stereo not drawn)	-8.3	-0.6	5.7
C[C@H](CO)N1C[C@H](C)[C@@H](CN(C)C(=O)c2cccc(F)c2)Oc2cc(-c3cncnc3)ccc2S1(=O)=O	1.4	0.0	-4.6
CCC(=O)N1CCCC(C)(C(=O)Nc2ccc(OC(F)F)cc2)C1 (stereo not drawn)	-4.2	-1.3	-12.1
C[C@H]1CN([C@@H](C)CO)C(=O)CCCn2nncc2CO[C@H]1CN(C)S(=O)(=O)c1cccs1	1.2	0.8	-11.2
CC1=C(C(=O)N2CCCCCC2)CC(CC(=O)NCCc2ccccn2)C(=O)N1CCCN1CCCC1=O (stereo not drawn)	0.7	0.9	-2.6
N#C/C(=C\c1cccn1S(=O)(=O)c1cccc([N+](=O)[O-])c1)S(=O)(=O)c1ccc(F)cc1	2.0	5.5	14.9
O=C1NC(Cc2ccccc2)c2nc3ccc(F)cc3c(=O)n2-c2cc3ccccc3cc21 (stereo not drawn)	0.5	0.0	25.1
C[C@@H]1CN([C@H](C)CO)C(=O)c2cc(Br)cnc2O[C@@H]1CN(C)C(=O)Nc1cccc(F)c1	-3.1	-0.6	-4.2
CCCNC(=O)C1(C)CCCN(C(=O)c2cc(F)ccc2C)C1 (stereo not drawn)	-4.8	-0.2	-12.3
Cc1cc(C)nc(Nc2nc(C(N)Cc3ccc(C(F)(F)F)cc3)cs2)n1 (stereo not drawn)	-14.9	1.8	12.3
CCC(CC)C(=O)N(C)c1c(C)nc2c(OCc3cccc(Cl)c3)cccn12	1.2	2.2	13.2
CN(c1cccc(F)c1)c1cc2c(c3c1ccn3C)C1CCC2O1 (stereo not drawn)	1.5	1.8	13.2
CC1(C2CC2)NC(=O)N(CC(=O)N2CCN(c3ccccc3F)CC2)C1=O (stereo not drawn)	4.3	-0.4	0.1
COCCNC(=O)C1(C)CCN(C(=O)c2nc(C)oc2C)C1 (stereo not drawn)	0.9	-2.5	-1.5
CCc1ccc(N2CC(C(=O)N3CCN(S(=O)(=O)c4cccc(F)c4)CC3)CC2=O)cc1 (stereo not drawn)	8.0	0.5	17.0
CC1(C(=O)NS(=O)(=O)c2cccc(F)c2)CCN1C(=O)CCc1ccc(Cl)cc1Cl (stereo not drawn)	-7.3	0.0	-4.4
O=C(C[C@H]1C[C@H]2c3cc(NS(=O)(=O)c4ccc(F)cc4)ccc3O[C@H]2[C@H](CO)O1)NCc1ccncc1	-0.2	-0.4	-2.3
Cc1cc2nc(-c3ccc(Cl)cc3)c(Cc3cccc(Cl)c3)n2c(C)c1Br	5.9	1.6	5.5
c1ccc(NN(Cc2ccccn2)c2ccccc2)cc1	7.9	-1.1	14.0
Cc1ccc(Cn2c(C)c(C(=O)NCc3ccccc3C(F)(F)F)sc2=O)cc1	-9.5	-0.7	9.3
COc1ccc(Br)c(C(=O)OCC(=O)Nc2cc(C)on2)c1	1.6	-0.3	-4.7
CCOC(=O)c1c(-c2ccc(OC)cc2)oc2c1C(OC(C)=O)CCC2 (stereo not drawn)	4.3	0.4	7.4
CC(C)(C(=O)N1CCC1(C)C(=O)NS(=O)(=O)c1cccc(F)c1)c1ccccc1 (stereo not drawn)	-4.4	-1.0	-1.0
Cc1ccc2cc(F)c(F)c(F)c2n1	1.3	-0.9	2.5
COc1ccc(Cl)cc1-c1cc(C(=O)NCC2CCCCC2)[nH]n1	4.7	0.6	12.4
CSCC[C@@H](CO)NC(=O)[C@H]1O[C@@H](n2ccc(N)nc2=O)[C@H](O)[C@@H]1O	-3.9	0.0	-6.1
O=[N+]([O-])c1cccc(COc2ccccc2CO)c1	-3.1	0.6	-5.0
CC(=O)Nc1sc(C)c(C)c1C(=O)OCC(=O)Nc1ccccc1C(F)(F)F	-2.0	1.7	-7.1
NC(c1ccc(F)c(F)c1)c1nc(-c2ccc3ccccc3c2)cs1 (stereo not drawn)	-4.2	0.7	-3.4
CC(C)N1CCC1(C)C(=O)Nc1ccccc1OC(F)F (stereo not drawn)	7.2	1.4	-9.3
CC(C)c1ccc(NC(=O)c2cc(-c3cc(F)ccc3OCC3CCCO3)n[nH]2)cc1 (stereo not drawn)	-1.6	0.7	36.4
Cn1cc(-c2csc(C(O)(c3ccccc3)C(F)(F)F)n2)cn1 (stereo not drawn)	-5.7	-0.5	-2.1
CC(=O)Nc1nc2[nH]ccc2c(=O)[nH]1	-1.0	-0.6	-2.9
COc1cc(C=C(C#N)C(=O)c2ccccc2)cc(OC)c1OC	8.0	-1.9	12.6
O=c1[nH]nc(-c2cc(-c3ccccc3)nc3ccccc23)o1	-6.2	6.4	-4.5
CCOC(=O)C1(C)CCCN1C(=O)c1ccc(OC)c(OC)c1 (stereo not drawn)	-5.3	1.0	-0.4
C#CCNC(=O)c1csc([C@@H]2O[C@H](CO)[C@@H](O)[C@H]2O)n1	-4.3	-0.9	-2.8
Cc1cc2c(cc1C)NC(=O)C(C)CN2 (stereo not drawn)	-1.2	0.8	6.9
Cc1ccc(S(=O)(=O)N2CCOCC2)cc1C(=O)NCCCN1CCCC1=O	1.2	-2.8	-4.3
COc1ccc2c(c1)C(=O)O[C@@H](c1ccccc1)C[C@@H](O)C(=O)CC2	-13.7	-0.3	-4.1
CCOC(=O)C1=C[C@@H](CC)N(S(=O)(=O)c2ccc(C)cc2)[C@H]1c1cccc(Cl)c1	2.2	-0.3	10.8
O=C(Nc1ccccc1Cl)c1cc(C2CCCN(C(=O)CCc3ccccc3)C2)on1 (stereo not drawn)	1.6	1.4	19.2
Cc1cc(C)c(S(=O)(=O)c2ccc(F)cc2)c(C)c1	-5.1	-0.4	-0.5
COc1cccc(CNc2nc3cc(-c4cccc(Cl)c4)sc3c(=O)n2C)c1	3.9	2.0	9.9
CC1=C(C(=O)N2CCCCCC2)CC(CC(=O)NC2CCCC2)C(=O)N1Cc1ccc(F)cc1 (stereo not drawn)	3.8	-0.1	-6.0
CC(=O)c1cccc(NC(=O)C2Cc3c(-c4ccc(Cl)cc4)ccnc3O2)c1 (stereo not drawn)	-16.4	0.9	7.6
COc1ccc(Br)c(Cn2c(C)c(C(=O)NCc3cccc([N+](=O)[O-])c3)sc2=O)c1	8.8	-0.4	0.4
CC(=O)Nc1ccc(CN2CCC2(C)C(=O)NC2CCN(Cc3ccccc3)CC2)cc1 (stereo not drawn)	-3.2	0.8	-8.3
CCCN(CC(=O)NC(=O)NCc1ccccc1)CC(=O)Nc1ccc(F)c(F)c1F	-4.2	-0.2	11.0
CC(C)c1cc(C(F)(F)F)nc(NNc2nc(C(C)C)cc(C(F)(F)F)n2)n1	5.0	-0.2	4.3
COCCNC(=O)C1(C)CCCN(Cc2cc3ccccc3o2)C1 (stereo not drawn)	-4.1	-0.9	-2.8
O=C(Cn1ccc(=O)[nH]c1=O)c1ccc([N+](=O)[O-])o1	-18.1	-0.8	-29.5
O=C(NCCN1CCC(n2c(=O)[nH]c3ccccc32)CC1)c1ccc(F)cc1F	-1.5	0.5	-7.3
COc1ccc(CNC(=O)c2ccc(Cl)c(S(=O)(=O)N3CCCCCC3)c2)cc1	5.2	-1.2	6.0
COc1cccc(CN2CCC(C(=O)NC(C)c3cccc4ccccc34)CC2)c1 (stereo not drawn)	7.6	0.1	-7.4
O=C(Nc1ccccc1)c1cc(C2CCCN(C(=O)CCc3ccccc3)C2)on1 (stereo not drawn)	2.0	0.4	4.9
C[C@H](NC(=O)[C@@H]1CCCN1C(=O)OC(C)(C)C)c1ccccc1	-2.8	-0.2	7.9
Cc1ccn2c(=O)c(NC(=O)c3ccc4c(c3)OCO4)c(C)nc2c1	6.4	0.7	-3.1

# Next section
SMILES	CXCR6 inh	MPTP inh	EBI2 antag
Cn1c(NCc2ccccc2F)nc2cc(-c3ccsc3)sc2c1=O	4.7	0.9	11.5
Cn1ccc2c(-c3cccc4ccccc34)cc3c(c21)C1CCC3C1 (stereo not drawn)	-3.3	2.7	9.3
CC1(c2nnnn2Cc2ccccc2)CCC(=O)N1C1CC1 (stereo not drawn)	-3.5	-1.0	-5.1
Cc1cc(C(O)c2ncc(-c3cccc4ccccc34)[nH]2)ccc1F (stereo not drawn)	-8.5	2.4	10.1
CC(C)c1ccc(NC(=O)Nc2nc(C(N)C(C)C)cs2)cc1 (stereo not drawn)	-15.5	1.5	6.9
O=C(NC(=S)Nc1cccnc1)c1cccc(Cl)c1	23.0	-0.4	-1.9
O=C(NC(c1ccc(F)cc1)c1ccc2ccccc2n1)C1CCN(Cc2cccc(C(F)(F)F)c2)CC1 (stereo not drawn)	23.6	2.0	36.4
CSc1nc(=O)[nH]nc1Sc1ccccc1	-7.6	-1.0	-14.1
Cn1c2ccccc2c(=O)c2ccc(Cl)cc21	0.0	-1.7	-6.3
COc1cc(-c2cnc3c(NC=O)cc(-c4cccc(C(=O)NCCN(C)C)c4)cn23)cc(OC)c1OC	-8.3	-0.1	-2.6
Cc1cc(C(=O)N2CCC2(C)C(=O)O)c(C)o1 (stereo not drawn)	-5.5	-1.4	-4.6
C[C@@H]1CN([C@@H](C)CO)S(=O)(=O)c2ccc(-c3cccc(C#N)c3)cc2O[C@@H]1CN(C)C(=O)c1ccc(F)cc1	11.1	-1.5	-0.2
CC1(C(=O)NS(=O)(=O)C2CC2)CCN(C(=O)c2ccc(F)c(Cl)c2)C1 (stereo not drawn)	-0.3	0.2	-12.8
CC(=O)NCCNc1nc2cc(-c3ccc4c(ccn4C)c3)sc2c(=O)n1C	7.1	-0.2	-4.7
CCOc1ccc(C(=O)COC(=O)Cn2[nH]c(=O)c3ccccc3c2=O)cc1	-3.1	-1.2	-10.0
COc1cccc(-c2cnc3c(NC=O)cc(-c4ccoc4)cn23)c1	-3.0	0.8	12.7
OC(c1cccc(CN2CCCCC2)c1)c1ncc(-c2cccc(C(F)(F)F)c2)[nH]1 (stereo not drawn)	-10.4	-1.2	-15.4
CCCCN(C=O)c1c(CC)nc2ccc(C(=O)NCCN(C)C)cn12	-9.1	1.7	-8.0
CCN(CC)C(=O)C1=C(C)N(CCCOC)C(=O)C(CC(=O)NCc2cccc3ccccc23)C1 (stereo not drawn)	-4.7	-0.3	-1.1
CSc1nc(SCc2ccccc2)[nH]c(=O)n1	1.4	0.6	-7.7
O=C(Nc1ccc(F)c(Cl)c1)c1ccc2sc([C@H]3C[C@H](O)[C@@H](CO)O3)nc2c1	-16.1	1.1	-4.2
CN(CCc1ccccc1)c1cc2c(c3c1ccn3C)C1CCC2C1 (stereo not drawn)	-8.7	1.4	9.1
CCOC(=O)[C@]12CCC=C1N(Cc1cccc3ccccc13)C(=O)[C@H](CC(=O)N1CCCCC1)C2	12.1	-0.5	0.5
CN(C)CCNC(=O)C(=O)NCC1OCCN1S(=O)(=O)c1ccc(F)cc1 (stereo not drawn)	-1.5	-0.3	3.4
CSc1ccc(C(O)c2ncc(-c3ccccc3F)[nH]2)cc1 (stereo not drawn)	-5.4	0.7	-1.7
CCCCCNc1ncnc2c(C)[nH]nc12	-0.4	1.3	1.0
COc1ccc([C@H]2C[C@@H](n3cc(-c4ccc(F)cc4)nn3)[C@H](O)CN2C(=O)c2cccs2)cc1	2.2	-0.5	8.2
CC1C(=O)N(Cc2cn(Cc3ccco3)nn2)CCS(=O)(=O)N1Cc1ccc(-c2ccccc2C(F)(F)F)cc1 (stereo not drawn)	10.5	-0.6	5.5
CC(O)(c1cccc(F)c1)c1nc(-c2ccc3ccccc3c2)cs1 (stereo not drawn)	-17.1	2.2	6.6
CCCNC(=O)C1(C)CCN(CCOc2ccc(Cl)cc2)C1 (stereo not drawn)	-2.3	-0.1	1.0
O=C(Nc1ncccc1O)c1ccc(S(=O)(=O)NCc2ccco2)cc1	-3.6	-1.2	-21.9
Cc1ccc(C(O)c2ncc(-c3cccc(C(F)(F)F)c3)[nH]2)cc1 (stereo not drawn)	-4.1	2.3	11.1

# Filtered by structure: those above containing a nitro group on carbon
SMILES	CXCR6 inh	MPTP inh	EBI2 antag
N#C/C(=C\c1cccn1S(=O)(=O)c1cccc([N+](=O)[O-])c1)S(=O)(=O)c1ccc(F)cc1	2.0	5.5	14.9
O=[N+]([O-])c1cccc(COc2ccccc2CO)c1	-3.1	0.6	-5.0
COc1ccc(Br)c(Cn2c(C)c(C(=O)NCc3cccc([N+](=O)[O-])c3)sc2=O)c1	8.8	-0.4	0.4
O=C(Cn1ccc(=O)[nH]c1=O)c1ccc([N+](=O)[O-])o1	-18.1	-0.8	-29.5
